# Screening data from PubChem BioAssay.
# BRCT PPI red – disrupts BRCA1 BRCT binding to phosphoprotein, red fluorophore readout; P38398; BRCT-phosphopeptide binding, red fluorescence polarization; Potency, µM (top dose mostly 76.9 µM), for the others: at the top dose activity change, negative = inhibition, hits mostly inhibitors; 0.03% of 75,000 active; further: on the % scale 0 is the no-effect control and ±100 the full control effect
#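 Rhodamine-labelled pBACH1 10-mer (100 nM) bound to BRCT domain (100 nM) at pH 7.3; compounds incubated 12 min room temperature, polarization read. Free peptide defines full inhibition; unlabelled decapeptide titrated as control.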
# 15-hLO inh – 15-hLO (ALOX15) enzyme inhibition; P16050; purified 15hLO-1, xylenol orange hydroperoxide absorbance; Potency, µM (top dose mostly 57.1 µM), inactives show at the top dose activity change, negative = inhibition, hits mostly inhibitors; 1.4% of 74,000 active; AID 887; further: potency means the concentration at half of the fitted maximal effect; on the % scale 0 is the no-effect control and ±100 the full control effect; nearly all actives have a fitted effect of over 55% in size
#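 Readout: Fe(III)-xylenol orange absorbance, 573-to-405 nm ratio as reaction progress. Enzyme 40 nM purified human 15hLO-1, substrate 50 uM arachidonic acid, 6 min RT after 15 min compound preincubation; Hepes pH 7.5 buffer with Triton X-100.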
# HBB splice mod – alters splicing of the hemoglobin beta chain | HBB splicing reporter cell assay, activation; EGFP reporter with mutant IVS2-654 intron; response scale: normalised to 500 nM splice-correcting PNA | Potency, µM (doses to about 46.1 µM), for the others: at the top dose activation, most hits filed as activators | 0.06% of 65,000 active | AID 925; further: potency means the concentration at half of the fitted maximal effect; 0% is about no effect
#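 HeLa cells stably expressing EGFP interrupted by mutant beta-globin intron 2 (IVS2-654), 500/well in 2% FCS. Treated with compound for 2 days at 37C. Splicing correction scored as total well GFP intensity (488 nm excitation, 500-520 nm emission); 500 nM antisense PNA served as control.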
# BRCT PPI green – inhibitors of human BRCA1 BRCT-phosphoprotein interaction (green fluorophore) | BRCA1 BRCT-phosphopeptide binding, green fluorescence polarization | Potency, µM (highest dose often 76.9 µM), without a hit: top-dose activity change, negative = inhibition, hits mostly inhibitors | 0.05% of 75,000 active | AID 875;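 further: potency means the concentration at half of the fitted maximal effect; plate controls were peptide without protein for full effect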
#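 Compounds were incubated for 12 min at room temperature with a complex of 100 nM fluorescein-tagged pBACH1 decapeptide and 250 nM His-tagged BRCT protein. Buffer was phosphate pH 7.3 with EDTA, DTT and Tween 20. Disruption of binding lowers the polarization signal.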
# * hit, by the source's call; ? = inconclusive; & = joins results of further samples; [ ] = another dose, or the depositor's remark. The call rests on the fitted dose curve; in most records, active means well fitted curve in the direction sought with a large enough effect; inconclusive means small, poorly fitted or top-dose-only effect, or another doubt; inactive means no such curve, though single readings can be large; an effect the other way counts as inactive or inconclusive.
# A first look, 3 compounds:
SMILES,BRCT PPI red,15-hLO inh,HBB splice mod,BRCT PPI green
CC1CCC(C(=O)O)NC1c1cccc(N2CCCC2=O)c1 (stereo unspecified),-0.3%[15.4 µM],5.8%[11.4 µM],1.8%[9.22 µM],-7.5%[15.4 µM]
C=C(CC(=O)OC)C[C@]1(CC(=O)OC)CC2(CC=C(C)C)C(=O)C(C(=O)c3ccccc3)=C(OC(=O)c3ccc(Br)cc3)C(CC=C(C)C)(C1)C2=O (stereo partly specified),2.1%[15.4 µM],14.6%[11.4 µM],1.4%[9.22 µM],0.9%[15.4 µM]
CC(=O)OC[C@@H]1O[C@H](C/C=N\O[C@@H](C)c2cc(-c3c(C)cc(C)cc3C)no2)C=C[C@@H]1OC(C)=O,1.0%[15.4 µM],1.2%[11.4 µM],2.7%[9.22 µM],2.0%[15.4 µM]

# All compounds of this part, repeating the preview:
SMILES,BRCT PPI red,15-hLO inh,HBB splice mod,BRCT PPI green
CC1CCC(C(=O)O)NC1c1cccc(N2CCCC2=O)c1 (stereo unspecified),-0.3%[15.4 µM],5.8%[11.4 µM],1.8%[9.22 µM],-7.5%[15.4 µM]
C=C(CC(=O)OC)C[C@]1(CC(=O)OC)CC2(CC=C(C)C)C(=O)C(C(=O)c3ccccc3)=C(OC(=O)c3ccc(Br)cc3)C(CC=C(C)C)(C1)C2=O (stereo partly specified),2.1%[15.4 µM],14.6%[11.4 µM],1.4%[9.22 µM],0.9%[15.4 µM]
CC(=O)OC[C@@H]1O[C@H](C/C=N\O[C@@H](C)c2cc(-c3c(C)cc(C)cc3C)no2)C=C[C@@H]1OC(C)=O,1.0%[15.4 µM],1.2%[11.4 µM],2.7%[9.22 µM],2.0%[15.4 µM]
CC(=O)OC[C@@H]1O[C@@H](O/N=C2/C[C@@H](O)[C@@H](O)[C@@H]3[C@@H]4C(=O)N(C5CCCCC5)C(=O)[C@H]4CC[C@@H]23)[C@H](OC(C)=O)[C@H](OC(C)=O)[C@@H]1OC(C)=O,-1.0%[15.4 µM],3.5%[11.4 µM],5.0%[9.22 µM],-2.0%[15.4 µM]
CO/N=C\[C@@H](C)[C@H](OCc1ccccc1)C(C)C,-2.1%[15.4 µM],6.4%[11.4 µM],1.2%[9.22 µM],-0.8%[15.4 µM]
CO[C@H]1COC(=O)C/C=C\[C@H](C)COC(=O)[C@@H](C)NC(=O)C/C=C\[C@@H]1C,0.1%[15.4 µM],9.7%[11.4 µM],2.1%[9.22 µM],-1.7%[15.4 µM]
O=C1[C@H]2[C@H]3[C@H](O)[C@H](O)C/C(=N/OC[C@@H](O)COCc4ccco4)[C@@H]3CC[C@@H]2C(=O)N1C[C@@H]1CCCO1,-0.2%[15.4 µM],15.4%[11.4 µM],2.4%[9.22 µM],-2.1%[15.4 µM]
CCOC(=O)CCN1C(=O)[C@H]2[C@H]3[C@H](O)[C@H](O)C/C(=N/NC(=O)OCc4ccccc4)[C@@H]3CC[C@@H]2C1=O,0.8%[15.4 µM],0.8%[11.4 µM],3.1%[9.22 µM],-1.5%[15.4 µM]
CO[C@H]1COC(=O)[C@@H](C)COC(=O)[C@@H](COCc2ccccc2)NC(=O)C/C=C\[C@H]1C,-1.0%[15.4 µM],6.7%[11.4 µM],-1.4%[9.22 µM],-1.1%[15.4 µM]
C=CC[C@@H]1C=C[C@H](O/N=C2\c3cc(OC)ccc3O[C@H](c3cccc(OC)c3)[C@H]2O)[C@H](CO)O1,1.0%[15.4 µM],0.1%[11.4 µM],-1.8%[9.22 µM],-2.5%[15.4 µM]
CCCCCCCCCCCCCCCC(=O)NCCc1ccc(O)c(O)c1,0.1%,-4.8%,-1.2%,0.1%
CCCCc1nc2c(c3c1CC(C)OC3)CN(CCC(C)C)CC2 (stereo unspecified),1.5%[15.4 µM],3.5%[11.4 µM],0.2%[9.22 µM],-0.9%[15.4 µM]
Cn1c(-c2ccccc2)c(O)c(=O)c2ccccc21,0.6%[15.4 µM],-5.9%[11.4 µM],1.5%[9.22 µM],-1.2%[15.4 µM]
COC(=O)CC1=COC(O)C2C(CO)=CC[C@@H]12 (stereo partly specified),0.3%[15.4 µM],11.1%[11.4 µM],0.0%[9.22 µM],-1.0%[15.4 µM]
O=C1[C@@H]2[C@H]3[C@H](O)[C@H](O)C/C(=N/OC[C@@H](O)COCc4ccco4)[C@@H]3CC[C@H]2C(=O)N1c1ccc(F)cc1F,0.8%[15.4 µM],-2.3%[11.4 µM],2.2%[9.22 µM],-0.4%[15.4 µM]
CC(C)(C)N1C(=O)[C@H]2[C@H]3[C@H](O)[C@H](O)C/C(=N/NC(=O)OCc4ccccc4)[C@H]3CC[C@@H]2C1=O,0.1%[15.4 µM],5.6%[11.4 µM],4.2%[9.22 µM],0.2%[15.4 µM]
COC(=O)C1=C2N(Cc3ccccc3)C(C)=C(C(=O)OC)C(c3ccccc3)N2C(=O)[C@](O)(C(=O)OC)C1 (stereo partly specified),0.2%&2.1%[15.4 µM],5.9%&-10.4%[11.4 µM],-1.0%&1.1%[9.22 µM],-1.3%&-1.9%[15.4 µM]
COc1ccc(COC(=O)N/N=C2/C[C@@H](O)[C@@H](O)[C@@H]3[C@H]4C(=O)N(c5ccc(F)cc5F)C(=O)[C@@H]4CC[C@@H]23)cc1,0.6%[15.4 µM],2.3%[11.4 µM],0.6%[9.22 µM],-1.4%[15.4 µM]
COC(=O)C/C=C\[C@@H](C)[C@@H](/C=N\OC[C@@H](O)[C@H]1O[C@H]2OC(C)(C)O[C@H]2[C@@H]1O)OC,0.3%[15.4 µM],2.7%[11.4 µM],3.9%[9.22 µM],1.1%[15.4 µM]
CCN1C(=O)[C@H]2[C@H]3[C@H](O)[C@H](O)C/C(=N/OCc4ccccc4)[C@H]3CC[C@@H]2C1=O,1.1%[15.4 µM],5.8%[11.4 µM],3.2%[9.22 µM],-0.7%[15.4 µM]
COC(=O)C1=C(C)[C@@H](O)[C@@H](C)[C@H](c2c(OC)c(OC)c(C)c(OC)c2OC)O1,-0.8%[15.4 µM],7.3%[11.4 µM],1.0%[9.22 µM],-1.7%[15.4 µM]
C=CCOC(=O)C(C(C)=O)C(NC(=O)OC)c1cccc(F)c1 (stereo unspecified),0.7%[15.4 µM],6.4%[11.4 µM],1.8%[9.22 µM],-3.1%[15.4 µM]
COC1(C#CC2C=CC(OC(C)=O)C(COC(C)=O)O2)CCCCC1 (stereo unspecified),-2.0%[15.4 µM],-11.9%[11.4 µM],1.8%[9.22 µM],-1.1%[15.4 µM]
CC1CCC2C(=O)OC(Cc3ccccc3)CN2C1c1ccc(Br)cc1 (stereo unspecified),1.9%&1.3%[15.4 µM],-1.1%&-2.1%[11.4 µM],2.6%&-1.6%[9.22 µM],-1.1%&-1.8%[15.4 µM]
OB(O)c1cc2ccccc2o1,3.3%,-7.2%,0.0%,0.0%
COc1cccc([C@@H]2Oc3ccc(OC)cc3/C(=N/OC[C@@H](O)COCc3ccco3)[C@@H]2O)c1,1.1%[15.4 µM],2.6%[11.4 µM],-0.4%[9.22 µM],0.7%[15.4 µM]
c1ccc(C(NCCNC(c2ccccc2)c2ccccc2)c2ccccc2)cc1,1.1%,?,-0.4%,-0.4%
CCOC(=O)C1CSC(Cc2ccc(OCc3ccc([N+](=O)[O-])cc3)cc2)N1 (stereo unspecified),1.0%,?,-0.7%,-4.1%
C#CCCCO/N=C1/C[C@@H](O)[C@@H](O)[C@@H]2[C@@H]3C(=O)N(CC)C(=O)[C@H]3CC[C@H]12,0.6%[15.4 µM],4.4%[11.4 µM],2.8%[9.22 µM],-5.2%[15.4 µM]
CC(C)=CCC/C(C)=C/CO/N=C1/C[C@@H](O)[C@@H](O)[C@@H]2[C@H]3C(=O)N(c4ccc(F)cc4F)C(=O)[C@@H]3CC[C@@H]12,1.4%[15.4 µM],-20.6%[11.4 µM],1.5%[9.22 µM],-0.9%[15.4 µM]
CC(C)C(=O)NC(=O)C1CCCN1C(=O)/C=C/c1ccccc1 (stereo unspecified),0.6%[15.4 µM],8.9%[11.4 µM],1.5%[9.22 µM],-0.9%[15.4 µM]
COc1ccc(O[C@H]2C=C[C@@H](c3ccccc3)O[C@@H]2CO/N=C\[C@@H](C)[C@H](OCc2ccccc2)C(C)C)cc1,-1.6%[15.4 µM],7.4%[11.4 µM],3.4%[9.22 µM],-2.1%[15.4 µM]
CCOC(=O)[C@]1(C(NC(=O)OC)c2cccc(C)c2)CCCC1=O (stereo partly specified),0.4%[15.4 µM],6.4%[11.4 µM],0.4%[9.22 µM],-0.9%[15.4 µM]
C/C(CCC(=O)OC[C@@H]1O[C@H](C#Cc2ccccc2)C=C[C@@H]1Oc1ccc(C)cc1)=N/OC[C@@H](O)COCc1ccco1,0.8%[15.4 µM],-6.0%[11.4 µM],2.7%[9.22 µM],-0.4%[15.4 µM]
COC(=O)C/C=C\[C@@H](C)[C@@H](/C=N\O[C@@H](C)CN1CCCCc2nc(C)c(C)cc21)OC,1.2%[15.4 µM],2.1%[11.4 µM],-0.5%[9.22 µM],0.1%[15.4 µM]
C=CC[C@@H]1C=C[C@@H](O/N=C2/[C@H]3O[C@@H]3[C@@H](O)[C@H]3[C@H]2CCn2c(=O)n(-c4ccccc4)c(=O)n23)[C@@H](CO)O1,-3.2%[15.4 µM],5.1%[11.4 µM],3.3%[9.22 µM],0.5%[15.4 µM]
CC1CCC2C(=O)OC(CN=[N+]=[N-])CN2C1c1ccc(Br)cc1 (stereo unspecified),0.3%&-1.2%&1.6%&1.4%&0.3%&0.3%[15.4 µM],4.6%&-17.8%&2.4%&2.2%&7.1%&23.7%[11.4 µM],1.2%&-0.7%&1.6%&1.1%&0.6%&0.2%[9.22 µM],-0.9%&-0.1%&-0.2%&-0.7%&-0.5%&0.5%[15.4 µM]
CCCNC(=O)OC[C@@H]1O[C@H](CCO/N=C\[C@@H](OC)[C@H](C)/C=C\CC(=O)OC)C=C[C@@H]1Oc1ccc(OC)cc1,0.6%[15.4 µM],9.3%[11.4 µM],3.7%[9.22 µM],0.5%[15.4 µM]
COc1ccc(OC2C=CC(C#Cc3ccccc3)OC2CO)cc1 (stereo unspecified),1.3%[15.4 µM],-10.1%[11.4 µM],0.4%[9.22 µM],-0.9%[15.4 µM]
CC12C=C(/C=C/c3ccc(C(F)(F)F)cc3)C(C)(C1)C(c1ccc(C(F)(F)F)cc1)CC2=O (stereo unspecified),-2.7%[15.4 µM],-2.4%[11.4 µM],0.0%[9.22 µM],-0.5%[15.4 µM]
CC1CCC2C(=O)N3CCCC3C(=O)N2C1c1ccc(Br)cc1 (stereo unspecified),-1.3%&1.1%[15.4 µM],5.9%&-7.3%[11.4 µM],2.1%&-0.7%[9.22 µM],-1.4%&0.5%[15.4 µM]
CO/N=C1/c2cc(OC)ccc2O[C@@H](c2cccc(OC)c2)[C@H]1O,1.5%[15.4 µM],2.4%[11.4 µM],0.3%[9.22 µM],-2.1%[15.4 µM]
C/C(CCN1CCCCc2nc(C)c(C)cc21)=N\OC[C@@H](O)COCc1ccco1,0.8%[15.4 µM],3.5%[11.4 µM],1.5%[9.22 µM],0.7%[15.4 µM]
CC(C)(C)N1C(=O)[C@H]2[C@H]3[C@H](O)[C@H](O)C/C(=N/OC[C@@H](O)COCc4ccco4)[C@@H]3CC[C@@H]2C1=O,1.5%[15.4 µM],1.0%[11.4 µM],-1.1%[9.22 µM],-2.4%[15.4 µM]
CCc1cc2c(nc1CC)CCN(CC/C(C)=N/OC[C@@H](O)COCc1ccco1)C2,-0.5%[15.4 µM],-0.6%[11.4 µM],-0.5%[9.22 µM],-0.9%[15.4 µM]
C/C=C\C1=C(CO)[C@H](O)[C@H]2OC2[C@@H]1O (stereo partly specified),2.1%[15.4 µM],2.4%[11.4 µM],2.1%[9.22 µM],-1.2%[15.4 µM]
CO[C@@H]1COC(=O)C/C=C\[C@H](C)COC(=O)[C@H](C)NC(=O)C/C=C\[C@H]1C,0.3%[15.4 µM],3.0%[11.4 µM],0.1%[9.22 µM],-1.0%[15.4 µM]

# These rows are one share of the data, so the mix of outcomes need not match the whole.
